Coupling enz – qHTS Assay for Inhibitors of Fructose-1,6-bisphosphate Aldolase from Giardia Lamblia: Coupling assay counterscreen; activity change, negative = inhibition, % at 58.2 µM, hits read low; AID 2472, 2010; 290,000 tested, 0.67% active; coupling enzyme system counterscreen, AmpLite Red fluorescence; in the data active = activity change below about -30%; also: % is scaled to controls: 0 for no effect and ±100 for the full control effect
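Counterscreen of the coupled detection system alone, without aldolase: glyceraldehyde-3-phosphate coupling enzymes plus AmpLite Red readout. Compounds at 57.5 uM final, 10 min RT preincubation, 20 min RT reaction, fluorescence 525/598 nm.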
a7 integrin act – qHTS for Activators of Integrin-Mediated Alleviation for Muscular Dystrophy | AID 624291, 2012 | Potency, µM (highest dose often 38.3 µM), without a hit: top-dose activation, most hits filed as activators | alpha7betagal myoblasts, beta-gal FDG fluorescence, 48 h | 350,000 tested, 0.064% active;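 also: potency is read from the fitted curve at half-maximal effect; 100% = response of the positive control SU9516; nearly all actives have a fitted effect of over 60% in size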
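Alpha7betagal+/- myoblasts (passage 13) were plated 16-24 hr, then exposed to compounds (1:260 dilution of DMSO stock) for 48 hours at 37C. After MPER lysis, β-galactosidase reporter activity was read as FDG fluorescence (ex 480/em 540) after 30 minutes.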
S-ASM inh – Inhibitors of Secretory Acid Sphingomyelinase (S-ASM): qHTS; Sphingomyelin phosphodiesterase (Homo sapiens), P17405; placental ASM, HMU-PC fluorogenic substrate, 60 min; Potency, µM (top dose mostly 57.5 µM), for the others: top-dose activity change, negative = inhibition, most hits filed as inhibitors; 340,000 tested, 0.006% active; AID 504937, 2011; also: potency is read from the fitted curve at half-maximal effect
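Human placenta-derived ASM preincubated with compound 10 min at room temperature, then reacted with 9 uM (final) fluorogenic HMU-PC substrate for 60 min at 37 C. Stop solution raises pH to 10; fluorescence read at Ex 386/Em 447 nm.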
PKM2 act – qHTS Assay for Activators of Human Muscle isoform 2 Pyruvate Kinase | Pyruvate kinase PKM (Homo sapiens), P14618 | purified PKM2, Kinase-Glo ATP luminescence, activation; response scale: 0% is enzyme alone, no compound | 260,000 tested, 0.34% active | Potency, µM (highest dose often 57.5 µM), for the others: at the top dose activation, actives largely listed as activators; also: potency is read from the fitted curve at half-maximal effect; % is scaled to controls: 0 for no effect and ±100 for the full control effect; nearly all actives have a fitted effect of over 55% in size
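Purified hPK-M2 (>95% pure) converted ADP (0.1 mM final) to ATP with 0.5 mM PEP in 50 mM imidazole pH7.2, KCl, MgCl2, Tween 20, BSA; 1 h at room temperature. ATP detected by Kinase-Glo luminescence.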
Menin MLL FP TR – qHTS Assay for Inhibitors Targeting the Menin-MLL Interaction in MLL Related Leukemias: Competition With Texas Red Labeled MLL-derived Mutant Peptide; 270,000 tested, 0.23% active; Potency, µM (top dose mostly 61.6 µM), inactives show at the highest dose FP activity change, negative = inhibition, hits mostly inhibitors; Menin + Texas Red MLL mutant peptide, fluorescence polarization; active = well fitted inhibition curve with a large enough effect in the polarisation, with a control signal flat, not every such curve was filed as active; inconclusive = small, poorly fitted or top-dose-only effect, or effect the other way, or a change in a side signal; inactive = no such curve, though single readings can be large or run the other way; the % refers to the polarisation; also: potency is read from the fitted curve at half-maximal effect; % of control where 0% means no effect; many of its hits are not listed in these tables
PTAP TSG101 blk – qHTS Assay for Iinhibitors of HIV-1 Budding by Blocking the Interaction of PTAP/TSG101 | Potency, µM (series often up to 115 µM), for inactives: top-dose activity change, negative = inhibition, hits mostly inhibitors | AID 493005, 2010 | Tumor susceptibility gene 101 protein (Homo sapiens), Q99816 | Fluorescence polarization, FITC-PTAP peptide / Tsg101 binding | 340,000 tested, under 10 active; active = well fitted inhibition curve with a large enough effect in the main read-out, with a control signal flat, not every such curve was filed as active; inconclusive = small, poorly fitted or top-dose-only effect, or effect the other way, or a change in a side signal; inactive = no such curve, though single readings can be large or run the other way; also: potency is read from the fitted curve at half-maximal effect; % of control where 0% means no effect
Target sequence (Q99816 whole entry, looked up): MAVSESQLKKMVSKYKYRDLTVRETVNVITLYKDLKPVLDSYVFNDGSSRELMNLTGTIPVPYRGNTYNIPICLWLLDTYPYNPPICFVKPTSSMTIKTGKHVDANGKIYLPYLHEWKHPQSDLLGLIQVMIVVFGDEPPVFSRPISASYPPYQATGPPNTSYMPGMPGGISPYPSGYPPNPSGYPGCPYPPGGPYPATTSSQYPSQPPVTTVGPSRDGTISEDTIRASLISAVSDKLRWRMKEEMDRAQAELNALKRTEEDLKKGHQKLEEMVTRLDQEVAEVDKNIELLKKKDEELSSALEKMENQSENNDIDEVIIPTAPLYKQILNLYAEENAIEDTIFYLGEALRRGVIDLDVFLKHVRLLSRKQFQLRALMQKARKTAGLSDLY
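Fluorescence polarization binding of Tsg101 binding domain (10 uM final) to FITC-labeled PTAP peptide (50 nM final) in HEPES pH 7.5 buffer with NaCl, Tween 20, EDTA, TCEP. Compounds added before peptide; binding 20 min at RT.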
BCR signal inh – qHTS Assay to Find Inhibitors of Chronic Active B-Cell Receptor Signaling. 340,000 tested, 0.05% active. ABC-DLBCL IkBa-CBG/CBR reporter, luminescence ratio, 4 h. AID 493014, 2011. Potency, µM (top dose mostly 46.1 µM), without a hit: top-dose ratio change, negative = lower green/red ratio, most hits filed as inhibitors; active = well fitted inhibition curve with a large enough effect in the signal ratio, with a control signal flat, not every such curve was filed as active; inconclusive = small, poorly fitted or top-dose-only effect, or effect the other way, or a change in a side signal; the % refers to the signal ratio;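 also: potency is read from the fitted curve at half-maximal effect; plate controls were basal doxycycline-induced cells for no effect and cells given 10 µM MG132 for full effect; MG132 reads +100%, hits lower the ratio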
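Doxycycline induced both beetle luciferases in TMD8 lymphoma cells; IKK-driven degradation limits the IkappaBalpha-fused green signal, while red luminescence normalises for cell number and nonspecific effects. Compounds tested up to 46 uM, 4 hrs.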
GALK inh – qHTS Assay for Inhibitors of Human Galactokinase (GALK); P51570; Purified GALK, Kinase-Glo residual ATP luminescence; Potency, µM (highest dose often 57.5 µM), without a hit: at the top dose activity change, negative = inhibition, actives largely listed as inhibitors; 270,000 tested, 0.007% active; also: potency is read from the fitted curve at half-maximal effect; % is scaled to controls: 0 for no effect and ±100 for the full control effect
Target sequence (P51570 whole entry, looked up): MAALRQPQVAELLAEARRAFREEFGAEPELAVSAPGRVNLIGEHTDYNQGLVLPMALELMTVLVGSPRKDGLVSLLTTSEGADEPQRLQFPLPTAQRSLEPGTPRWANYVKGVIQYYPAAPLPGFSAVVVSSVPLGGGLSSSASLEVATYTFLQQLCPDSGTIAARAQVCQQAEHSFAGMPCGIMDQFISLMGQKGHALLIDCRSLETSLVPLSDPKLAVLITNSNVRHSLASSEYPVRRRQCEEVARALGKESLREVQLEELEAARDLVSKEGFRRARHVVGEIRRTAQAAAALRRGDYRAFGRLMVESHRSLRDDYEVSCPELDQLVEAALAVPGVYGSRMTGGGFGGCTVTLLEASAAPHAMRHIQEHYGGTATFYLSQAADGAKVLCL
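The enzyme phosphorylates galactose (100 uM) using ATP (35 uM); inhibition is detected as higher residual ATP, quantified by bioluminescence after 1 h reaction at room temperature, pH 8.0.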
B2AR arrestin – qHTS assay of beta-arrestin-biased ligands of beta2-adrenergic receptor; 330,000 tested, 0.02% active; AID 492947, 2010; beta-arrestin recruitment to beta2AR, cell-based reporter; Potency, µM (doses to about 46.1 µM), for inactives: top-dose activation, actives largely listed as activators;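 also: potency is read from the fitted curve at half-maximal effect; 0% = DMSO controls and full agonism = EC100 isoproterenol or metaproterenol; nearly all actives have a fitted effect of over 65% in size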
Tb PFK inh – qHTS Assay to Find Inhibitors of T. brucei phosphofructokinase; 330,000 tested, 0.17% active; Potency, µM (highest dose often 57.5 µM), for inactives: at the top dose activity, negative = inhibition, most hits filed as inhibitors; ATP-dependent 6-phosphofructokinase (Trypanosoma brucei brucei), O15648; T. brucei PFK, ADP-Glo luminescence;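 also: potency is read from the fitted curve at half-maximal effect; 0% = uninhibited 1x PFK enzyme wells and -100% = no-enzyme wells; nearly all actives have a fitted effect of over 60% in size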
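1.25 nM PFK with 0.5 mM F6P and 0.1 mM ATP in 0.1 M TEA pH 8.0, 5 mM MgCl2, incubated 45 min at room temperature; ADP measured by ADP-Glo luminescence; compounds titrated up to 57 uM.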
Giardia killer – Small Molecules that selectively kill Giardia lamblia: qHTS; 340,000 tested, 0.15% active; activity change, % at 7.66 µM, hits read low; AID 540267, 2011; Giardia lamblia trophozoite viability; in the data active = activity change below about -80%; inconclusive = between about -30% and that limit;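 also: parasites exposed to compound for two days anaerobically before the ATP read; % is scaled to controls: 0 for no effect and ±100 for the full control effect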
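Anaerobic 48 hrs incubation at 37 deg C of 100 trophozoites/well with test compounds; ATPLite 1-Step luminescence, 15-30 min RT, reports cellular ATP as viability.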
Numbers without * were called inactive; ? = inconclusive; nt = not tested or not shown; & = joins results of further samples; [ ] = another dose, or the depositor's remark. Unless noted, calls follow the shape of the dose curve; as a rule, active = well fitted curve in the direction sought with a large enough effect; inconclusive = small, poorly fitted or top-dose-only effect, or another doubt; inactive = no such curve, though single readings can be large; an effect the other way counts as inactive or inconclusive.

SMILES	Coupling enz	a7 integrin act	S-ASM inh	PKM2 act	Menin MLL FP TR	PTAP TSG101 blk	BCR signal inh	GALK inh	B2AR arrestin	Tb PFK inh	Giardia killer
COc1ccc(/C=C/C(=O)Nc2cc(C)on2)cc1	0	20%	3%	-15%	-18%	0%	8%	2%	-0.4%	-4%	2
Cc1cccc(C(=O)NCc2ccc(S(N)(=O)=O)cc2)c1[N+](=O)[O-]	-5	-15%	2%	-15%	0%	-5%	10%	-1%	3.6%	4%	13
COc1cc2ccccc2cc1C(=O)Nc1ccc(O)cc1	-3	15%	6%	0%	?	0%	?	0%	-0.8%	-9%	-11
O=C(O)CCCNC(=O)/C(=C\c1ccc(Cl)cc1)NC(=O)c1ccccc1Br	7	0%	7%	-1%	-7%	-1%	0%	3%	0.0%	-1%	-22
COc1ccc(S(=O)(=O)NCCc2csc(C)n2)cc1C	2	-24%	1%	0%	-2%	-4%	-2%	1%	-0.3%	3%	3
CCCN1C(=O)c2ccccc2NC1c1ccc(OC)c(CSc2ccccn2)c1 (centres undefined)	0	?	202%[activator]	-10%	7%	-3%	?	0%	-0.2%	-7%	64[activator]
O=C(NCCc1ccc(F)cc1)c1cccc(NC(=O)c2ccccc2)c1	5	22%	-3%	0%	27%	-1%	-9%	-5%	0.2%	3%	-2
Cc1c(C(=O)N2CCN(c3ccccc3)CC2)oc2c(Cl)cccc12	nt	0%	3%	nt	nt	-4%	-9%	nt	0.2%	0%	8
Cn1ncc(N=Cc2ccc([N+](=O)[O-])cc2)c1C(=O)N1CCOCC1	-2	12%	-1%	0%	nt	-9%	-32%	1%	0.2%	1%	9
O=C(NCCc1ccccc1)C1CCCN(S(=O)(=O)c2cccnc2)C1 (centres undefined)	-1	12%	3%	-2%	-3%	-4%	6%	-2%	0.2%	2%	0
CN(C)S(=O)(=O)n1cc(/C=C(\NC(=O)c2ccccc2Cl)C(=O)NCCCn2ccnc2)c2ccccc21	0	1%	1%	nt	-15%	-3%	1%	2%	0.2%	1%	14
COc1ccccc1OCCCOc1ccc([N+](=O)[O-])cc1Cl	nt	-16%	-4%	-2%	5%	-1%	?	-5%	-0.5%	0%	13
CCOC(=O)N1CCN(CC(=O)Nc2ccc(F)c(F)c2)CC1	-1	2%	0%	-6%	5%	-2%	-4%	0%	-0.4%	-12%	4
Cn1nc(C(=O)Nc2nc3ccccc3[nH]2)ccc1=O	-1	4%	1%	nt	6%	-7%	?	-8%	0.0%	-1%	-2
COc1ccc(C(=S)N(C)C)cc1OC	3	-5%	4%	-2%	8%	-7%	-3%	-2%	-0.6%	6%	-15
O=C(COc1ccccc1)n1nc(-c2ccc(Cl)cc2)nc1NCc1ccco1	6	-7%	-6%	18%	?	-9%	?	0%	-0.3%	1%	8
COc1ccc(OCCCn2cc(/C=C3/C(=N)N4C=C(C)SC4=NC3=O)c3ccccc32)cc1	0	-7%	31%[activator]	1%	?	-10%	-2%	-2%	-1.2%	0%	-6
CN1CCN(c2ccc(NC(=O)c3ccc4ccccc4c3)cc2)CC1	2	24%	-1%	2%[0.46 µM]	23%	0%	-4%	6%	0.5%	1%	-7
COc1ccc(OC)c(NC(=O)Cc2coc3ccc(C)cc23)c1	-6	-13%	-4%	0%	3%	-9%	5%	-2%	-0.3%	-9%	-3
Cc1ccc(N(CC(=O)N(C)Cc2ccccc2)S(C)(=O)=O)cc1C	-2	-16%	-1%	3%	-7%	-6%	-1%	-5%	-0.4%	1%	-7
CCO/N=C(\C)c1c(O)cc(C(C)C)n(-c2ccccc2)c1=O	-6	-20%	-3%	5%	-16%	2%	2%	1%	2.2%	5%	7
CCOc1cccc(-c2c(C(=O)N/N=C(\C)c3cccs3)nnn2-c2nonc2N)c1	nt	8%	-2%	nt	nt	-5%	-14%	3%	-0.1%	-3%	6
C=CCSc1nc(C)c(CC(=O)OCC(C)C)c(=O)[nH]1	6	-11%	2%	19%	5%	-3%	4%	2%	0.6%	-4%	5
CC1CCCC(C)N1C(=O)Cn1cc(/C=C2/C(=O)Nc3ccccc32)c2ccccc21 (centres undefined)	-5	-10%	-28%	0%	?	-4%	6%	0%	0.2%	5%	-5
CC(C)(C)CC(=O)Nc1nnc(SCC(=O)N2CCCCC2)s1	0	7%	-18%	0%	-1%	-3%	11%	-1%	0.1%	1%	-7
Cc1cccc(NS(=O)(=O)c2ccc(C(=O)N3CCC3)cc2)c1C	nt	-14%	1%	nt	nt	-5%	7%	nt	-0.2%	-10%	-2
COc1ccccc1OCC(=O)Nc1ccc(S(=O)(=O)N2CCCCCC2)cc1	-4	-45%[inhibitor]	-2%	6%	0%	6%	?	3%	-0.7%	3%	9
O=C(NCCOc1ccccc1)c1cc2ccccc2o1	3	13%	-2%	-3%	-10%	-6%	nt	2%	nt	nt	6
C/C(=N\Nc1cccc2cccnc12)c1ccc(C)cc1	-4	-4%	-3%	-13%	?	-4%	?	2%	0.1%	1%	-9
O=c1oc2ccccc2c2c1cnc1ccccc12	nt	29%	-5%	nt	nt	-3%	0%	nt	-1.0%	2%	-1
CC(C)CC(=O)NC(=S)Nc1ccc(F)cc1F	4	-4%	-5%	9%	26%	-4%	?	0%	-0.8%	-3%	-12
Cc1c(CNCCC2=CCCCC2)c(C(=O)O)c(C)n1Cc1ccccc1	9	0%	-2%	-3%	?	-9%	?	-4%	-0.6%	-1%	-10
CCc1ccc(OCc2nnc(SCC(=O)Nc3cccc(C(=O)N4CCOCC4)c3)o2)cc1	3	18%	-1%	2%	1%	-2%	-8%	nt	-1.4%	3%	15
O=C(Cc1ccccc1)NN1CCCCC1	5	8%	3%	-1%	11%	-2%	5%	1%	-0.3%	1%	-22
CCOc1ccc(NC(=S)N2CCc3cc(OC)c(OC)cc3C2COc2ccc3c(C)cc(=O)oc3c2)cc1 (centres undefined)	5	-5%	44%	0%	1%	1%	?	1%	0.4%	9%	1
CCOc1ccc(OCC)c(-c2c(=O)n(OCc3ccc(Cl)cc3)c3ccccc3[n+]2[O-])c1	-8	-12%	-11%	-11%	4%	0%	18%	7%	-0.3%	-3%	8
CCOC(=O)c1ccc(NC2c3ccccc3C(=O)N2c2ccc(C)cn2)cc1 (centres undefined)	0	8%	-1%	10%	3%	0%	11%	2%	0.6%	0%	16
COc1ccccc1C(CCN(Cc1cccs1)C(C)=O)c1ccco1 (centres undefined)	6	9%	-4%	?	-9%	-6%	?	4%	0.5%	-5%	-7
Cc1[nH]nc(N=CC2=C(O)CC(C)(C)CC2=O)c1-c1ccc(Cl)cc1	-4	-27%&-20%	8%&-4%	6%	9%	-3%&-4%	0%	1%	3.7%	1%	3&14
COc1ccc(S(=O)(=O)NCCC(=O)NCc2ccccc2)cc1	2	0%	0%	7%	16%	nt	-1%	1%	-0.1%	-3%	9
O=S(=O)(NCc1ccc(F)cc1)c1ccc(-c2cnc(C3CC3)o2)cc1	nt	25%	-2%	nt	nt	-1%	?	-10%	-0.1%	-1%	-19
Cn1c(CC2Sc3ccccc3NC2=O)nnc1SCC(=O)c1ccc(Cl)cc1 (centres undefined)	3	-23%	5%	-33%	nt	-4%	-4%	nt	12%	2%	-2
CCn1c(CC(=O)Nc2ccc(C)cc2)nnc1SCC(=O)NCc1ccccc1	0	0%	0%	4%	3%	-9%	-1%	-8%	-0.3%	-4%	-17
CC(C)c1ccc(N2C(=O)/C(=C/N(C)C)SC2=S)cc1	6	20%	18%	-17%	nt	?	?	8%	-1.0%	-2%	9
CCC(=O)NCCc1nc2ccccc2[nH]1	1	6%	0%	6%	1%	-6%	?	1%	0.2%	3%	0
Cc1nc(SCc2ccccc2)c2ccsc2n1	0	20%	-9%	16µM*	-7%	-1%	0%	-2%	-0.2%	6%	-15

High-throughput results deposited in PubChem by National Center for Advancing Translational Sciences (NCATS).

Not all compounds are listed; rates above refer to the full screens.
